Screens deposited in PubChem by National Center for Advancing Translational Sciences (NCATS).
ELG1 genotoxic: induces genotoxicity in HEK293T cells with luciferase-tagged ELG1; HEK293T ELG1-luciferase reporter, luminescence, 16 h; actives 1.3% (n = 330,000); AID 504466; Potency, µM (series often up to 46 µM), inactives show top-dose activity change, positive = activation, usual class: activators; note: potency is the fitted concentration of half-maximal effect; % of control where 0% means no effect; nearly all actives have a fitted effect of over 60% in size
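Genotoxic stress is detected as increased luminescence from luciferase-tagged ELG1 in HEK293T cells, measured with ONE-Glo after a 16 hr treatment at 37 °C.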
FLuc counter: inhibits or activates purified firefly luciferase, miR-21 counter-screen | Potency, µM (series often up to 57.5 µM), without a hit: at the top dose activity change, negative = inhibition, hits mostly inhibitors | purified FLuc, Km substrates, luminescence inhibition | P08659 | AID 588342 | actives 6.9% (n = 360,000);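 note: potency is the fitted concentration of half-maximal effect; plate controls were vehicle for no effect and reference inhibitor for full effect; nearly all actives have a fitted effect of over 55% in size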
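Purified P. pyralis luciferase (10nM final) with 10uM D-luciferin and 10uM ATP (Km levels) in 50mM Tris acetate pH 7.5, 10mM Mg acetate, 0.01% Tween-20, 0.05% BSA; qHTS 6-point titration, ~60 µM downward; luminescence read.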
Rab9 prom act: Rab9 promoter activation | Huh7 Rab9 promoter-luciferase reporter, luminescence, 24 h | Potency, µM (doses to about 9.22 µM), without a hit: at the top dose activation, negative = inhibition, usual class: activators | AID 485297 | actives 2.8% (n = 320,000); note: potency is the fitted concentration of half-maximal effect; % of control where 0% means no effect; nearly all actives have a fitted effect of over 60% in size
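Huh7 cells stably carrying Rab9 promoter–luciferase reporter, plated 1500 cells/well, compound added after 2 h and incubated 24 h at 37 °C; luciferase luminescence then read after 10 min with detection reagent.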
VP16 counter: inhibits Gal4-VP16 luciferase reporter, ROR gamma counter-screen; Drosophila S2 Gal4-VP16 UAS-luciferase, luminescence, 20 h; Potency, µM (doses to about 53.6 µM), without a hit: at the highest dose activity, negative = inhibition, most hits filed as inhibitors; actives 3.5% (n = 310,000);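 note: Gal4-VP16 expression switched on by copper sulfate through the metallothionein promoter; potency is the fitted concentration of half-maximal effect; % is set by controls: 0 for no effect and ±100 for the full control effect; nearly all actives have a fitted effect of over 50% in size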
Tb PFK block: inhibitors of T. brucei phosphofructokinase | Potency, µM (doses to about 57.5 µM), inactives show at the top dose activity, negative = inhibition, usual class: inhibitors | T. brucei PFK, ADP-Glo luminescence | actives 0.17% (n = 330,000) | O15648;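 note: potency is the fitted concentration of half-maximal effect; 0% = uninhibited 1x PFK enzyme wells and -100% = no-enzyme wells; nearly all actives have a fitted effect of over 60% in size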
Target sequence (O15648 whole entry, looked up): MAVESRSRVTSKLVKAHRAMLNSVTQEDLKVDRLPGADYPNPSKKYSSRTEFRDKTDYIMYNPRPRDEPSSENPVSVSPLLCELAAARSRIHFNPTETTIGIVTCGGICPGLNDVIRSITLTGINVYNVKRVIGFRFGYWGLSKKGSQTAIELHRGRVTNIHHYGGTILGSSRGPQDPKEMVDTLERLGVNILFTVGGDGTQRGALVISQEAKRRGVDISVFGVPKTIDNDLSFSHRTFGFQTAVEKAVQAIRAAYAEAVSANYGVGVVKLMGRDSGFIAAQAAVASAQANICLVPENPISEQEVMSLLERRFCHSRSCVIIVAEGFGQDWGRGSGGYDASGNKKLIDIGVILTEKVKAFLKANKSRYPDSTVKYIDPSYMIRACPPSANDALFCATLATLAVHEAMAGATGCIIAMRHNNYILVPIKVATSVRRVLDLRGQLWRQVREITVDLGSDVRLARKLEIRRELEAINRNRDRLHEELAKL
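1.25 nM PFK with 0.5 mM F6P and 0.1 mM ATP in 0.1 M TEA pH 8.0, 5 mM MgCl2, incubated 45 min at room temperature; ADP measured by ADP-Glo luminescence; compounds titrated up to 57 uM.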
Giardia killer: kills Giardia lamblia | Giardia lamblia trophozoite viability | activity change, % at 7.66 µM, hits read low | actives 0.15% (n = 340,000) | AID 540267; in the data active = activity change below about -80%; inconclusive = between about -30% and that limit;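 note: parasites exposed to compound for two days anaerobically before the ATP read; % is set by controls: 0 for no effect and ±100 for the full control effect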
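Killing of trophozoites was scored by loss of ATP luminescence after a 48 hrs anaerobic exposure to compounds at 37 deg C, using 100 cells per well.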
Coupling enz: counter-screen for Giardia aldolase inhibitors: coupling enzyme system. activity change, negative = inhibition, % at 58.2 µM, hits read low. actives 0.67% (n = 290,000). AID 2472. coupling enzyme system counterscreen, AmpLite Red fluorescence; in the data active = activity change below about -30%; note: % is set by controls: 0 for no effect and ±100 for the full control effect
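Compounds tested against the coupling enzymes alone at 57.5 uM final; readout was AmpLite Red fluorescence (525/598 nm) after 20 min at RT.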
KCNH2 3.1 inh: KCNH2 3.1 (human) potassium channel inhibition | U2OS KCNH2 3.1, thallium flux FluxOr; hits give low values | AID 720553 | actives 0.95% (n = 340,000) | activity change, % (tested at about 1.8 µM);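 active = maximum activity change below -70%; inconclusive = maximum activity change from -70% to -50%; inactive = maximum activity change above -50%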;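 note: thallium influx rate constant from kinetic fluorescence after stimulation buffer; % is set by controls: 0 for no effect and ±100 for the full control effect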
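U2OS cells transduced with KCNH2 3.1 mutant virus (1.77 x 10^8 /mL, 4 h), plated overnight at 37 C, loaded 45 min with FluxOr dye plus Red40 quencher. Thallium flux rate constant from kinetic reads after stimulation buffer, normalised to controls.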
uPA surface inh: inhibitors of cell surface uPA generation; Potency, µM (doses to about 38.3 µM), inactives show at the top dose activity change, negative = inhibition, actives largely listed as inhibitors; cell surface uPA generation assay, qHTS; actives 0.31% (n = 330,000); AID 540303; active = well fitted inhibition curve with a large enough effect; inconclusive = small, poorly fitted or top-dose-only effect; inactive = no such curve, though single readings can be large or run the other way; tested in mouse RAW 264.7 cells; note: potency is the fitted concentration of half-maximal effect; % is set by controls: 0 for no effect and ±100 for the full control effect; nearly all actives have a fitted effect of over 55% in size
NPC1 promoter act: NPC1 promoter activation; Potency, µM (highest dose often 9.22 µM), for inactives: at the highest dose activation, actives largely listed as activators; Huh7 NPC1 promoter luciferase reporter, 24 h; actives 2.4% (n = 320,000);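 note: potency is the fitted concentration of half-maximal effect; % of control where 0% means no effect; nearly all actives have a fitted effect of over 60% in size; reporter is driven by a mutant NPC1 promoter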
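Quantitative HTS used a cell-based reporter: Huh7 cells stably bearing the NPC1 promoter upstream of luciferase were treated with compounds for 24 h, and promoter activation was read as luminescence.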
RORg inh: blocks mouse ROR gamma transcriptional activity; P51450; Drosophila S2 Gal4-RORgamma UAS-luciferase reporter, 20 h; Potency, µM (top dose mostly 53.6 µM), for inactives: top-dose activity change, negative = inhibition, usual class: inhibitors; actives 5.4% (n = 310,000); AID 2551; note: potency is the fitted concentration of half-maximal effect; % is set by controls: 0 for no effect and ±100 for the full control effect; nearly all actives have a fitted effect of over 60% in size
Target sequence (P51450 whole entry, looked up, the tested form may be a part): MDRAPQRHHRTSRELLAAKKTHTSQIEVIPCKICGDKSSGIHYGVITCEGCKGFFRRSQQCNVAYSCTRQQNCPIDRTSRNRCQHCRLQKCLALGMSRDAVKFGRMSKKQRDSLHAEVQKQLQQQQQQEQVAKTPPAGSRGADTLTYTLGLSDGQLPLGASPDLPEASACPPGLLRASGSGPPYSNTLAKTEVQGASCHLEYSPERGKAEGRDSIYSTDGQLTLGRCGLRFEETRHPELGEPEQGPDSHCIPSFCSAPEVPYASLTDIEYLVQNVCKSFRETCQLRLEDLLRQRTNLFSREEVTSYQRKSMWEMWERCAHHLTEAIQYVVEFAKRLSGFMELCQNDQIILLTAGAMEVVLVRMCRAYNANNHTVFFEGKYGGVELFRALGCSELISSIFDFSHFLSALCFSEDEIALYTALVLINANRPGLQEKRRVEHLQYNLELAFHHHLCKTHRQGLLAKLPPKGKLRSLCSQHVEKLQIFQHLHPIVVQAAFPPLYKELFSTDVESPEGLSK
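In this cell-based reporter format, copper sulfate (700 uM final) drives Gal4–ROR gamma fusion expression from a metallothionein promoter in Drosophila Schneider cells; compounds preincubated 1 hr, reporter read after 20 hr at ambient temperature.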
* = called active by the depositor; ? = inconclusive; nt = not tested or not shown; & = joins results of further samples; [ ] = remark or other dose. Unless noted, calls come from the whole dose curve; as a rule, active = well fitted curve in the direction sought with a large enough effect; inconclusive = small, poorly fitted or top-dose-only effect, or another doubt; inactive = no such curve, though single readings can be large; an effect the other way counts as inactive or inconclusive.

SMILES	ELG1 genotoxic	FLuc counter	Rab9 prom act	VP16 counter	Tb PFK block	Giardia killer	Coupling enz	KCNH2 3.1 inh	uPA surface inh	NPC1 promoter act	RORg inh
COc1ccc(C)cc1N(CC(=O)N1CCCC1)S(=O)(=O)c1ccccc1	0%	0%	6%	9%	-6%	11	0	10	3%	5%	-11%
CCOC(=O)c1sc(NC(=O)c2ccc(Cl)s2)cc1C	2.3µM*	0.6µM*	1µM*	?	-4%	6	0	-2	-8%	?	?
Cc1cccc2c1N(CCOc1ccc(C(C)(C)C)cc1)C(=O)C2=O	-1%	?	14%	?	-6%	-16	0	-1	-9%	0%	-33%
C/C=C/COc1nc2c(c(=O)n(C)c(=O)n2C)n1C	0%	-1%	-3%	-14%	2%	9	-2	-6	10%	-4%	-3%
c1ccc(-c2nc(NCC3CCCO3)c3ccccc3n2)nc1 (stereo unspecified)	-14%	2%	-3%	7.1µM*	1%	4	5	21	-6%	-5%	1.6µM*
O=C(NCCC(c1ccccc1)c1ccccc1)c1cnccn1	2%	-1%	1%	10%	3%	-2	1	8	7%	-2%	7%
Cc1ccc(NC(=O)CCc2nc(-c3cccs3)no2)c(Br)c1	-3%	-3%	0%	0%	-4%	11	0	3	-6%	1%	-9%
O=C(C1CCCC1)N1CCN(S(=O)(=O)c2ccc(F)cc2)CC1	0%	0%	-7%	-2%	-6%	2	0	39	-3%	1%	-5%
NS(=O)(=O)c1cnccc1Nc1ccc(Cl)cc1	-1%	-3%	-3%	-16%	-5%	19	5	-4	-3%	1%	11%
O=C1[C@@H]2[C@H](Cc3ccc(O)cc3)N[C@]3(C(=O)Nc4ccccc43)[C@@H]2C(=O)N1c1ccc(F)cc1	-4%	-4%	-6%	0%	0%	nt	3	nt	nt	?	24%
COc1ccc(S(=O)(=O)N2CCC(C(N)=O)(N3CCCCC3)CC2)cc1OC	1%	1%	-4%	-14%	-9%	7	4	-5	-5%	-1%	-13%
O=C(OC(C(=O)NC1CCCCC1)c1ccc(C(F)(F)F)cc1)c1ccco1 (stereo unspecified)	0%	-1%	-8%	nt	-1%	-4	nt	-14	16%	0%	nt
Cc1nn(-c2ncc(C(F)(F)F)cc2Cl)c(=O)n1-c1cccc(F)c1	3%	-2%	-5%	2%	-1%	-19	0	1	6%	-4%	13%
O=C(c1cccc(Cl)c1)N1CCN(CCCc2ccccc2)CC1	4%	2%	5%	25%	0%	15	1	-4	-27%	-1%	-1%
COc1ccc2c(c1)O[C@H](c1ccc3c(c1)OCO3)[C@@H](O)C2=O	-1%	?	19%	-12%&1%	0%	9	4&5	2	-10%	21%	8%&19%
O=S(=O)(/N=C(/Nc1cc(N2CCOCC2)ncn1)c1ccccc1)c1ccccc1	2%	-1%	4%	18%	0%	-14	1	13	2%	11%	2%
COC(=O)[C@@]1(Cc2ccccc2)[C@H]2C(=O)N(Cc3ccccc3)C(=O)[C@H]2[C@H]2CN=C(SCc3ccc(C#N)cc3)N21	1%	nt	nt	nt	3%	-15	nt	-22	-1%	nt	nt
Cc1ccc(/C=C/C(=O)Nc2cc(=O)n(C)c(=O)n2C)o1	10%	?	?	-1%	-1%	-11	-10	10	-1%	18%	-3%
CCOC(=O)c1ccc(NC(=O)CCc2nc(-c3cccc(C)c3)no2)cc1	-4%	3%	-3%	-12%	-2%	-1	-4	-17	0%	-3%	8%
C#CCN1C(=O)C2(OCCO2)c2ccccc21	0%	1%	3%	-4%	-3%	7	-1	22	1%	1%	3%
COCCCn1c(C(C)C)nc2oc3cc(OC)ccc3c(=O)c2c1=O	-2%	1%	-1%	-6%	-1%	-6	1	10	-2%	1%	0%
CCCCC(CC(O)COCCC)c1n[nH]c(=S)n1-c1ccccc1 (stereo unspecified)	-1%	-17%	-8%	?	1%	6	-1	3	-9%	-7%	11µM*
CCC(C)c1ccc(S(=O)(=O)N2CCN(S(=O)(=O)c3ccc(NC(C)=O)cc3)CC2)cc1 (stereo unspecified)	0%	3%	-2%	7%	-4%	-2	0	-9	-1%	2%	10%
CCOC(=O)c1sc(NC(=O)C(CC)Sc2nnc3c4ccccc4n(C(C)C)c3n2)nc1C (stereo unspecified)	-7%	3%	2%	-2%	-3%	-10	0	-24	11%	-3%	0%
O=C1CC(C(=O)N(CC2CCCO2)C(C(=O)NC2CCCCC2)c2ccncc2)CS1 (stereo unspecified)	1%	3%	-2%	10%	-8%	2	-2	12	nt	-4%	-2%
CC(C)N(C(=O)COC(=O)c1cncc(Br)c1)C(C)C	2%	2%	-6%	7%	-5%	6	1	0	6%	-1%	-20%
O=C(Nc1cccc(C(=O)Nc2ccc(F)cc2F)c1)c1ccccc1	0%	-13%	11%	-9%	3%	1	1	0	0%	8%	0%
Cc1ccc(O)c(C(=O)c2cnc3c(c2)CN(CCC(C)C)C(=O)N3)c1	-3%	6%	-4%	-23%	-2%	12	6	-16	0%	0%	?
CC(C)(CO)NS(=O)(=O)c1ccc2c(c1)oc(=O)c1cc(S(=O)(=O)NC(C)(C)CO)ccc12	nt	-1%	nt	1%	nt	6	-2	13	9%	nt	9%
CC(C)Oc1ccc(C2CC(=O)NC3=C2C(=O)CCC3)cc1 (stereo unspecified)	0%	2%	-9%	8%	5%	-5	-1	7	4%	-1%	10%
CCOC(=O)c1cnc(SC)nc1N1CCCC1	-1%	0%	-3%	3%[10 µM]	-1%	7	6	-8	-3%	-10%	0%
Cc1cc(Cl)ccc1N1C(=O)CC(SCCC(=O)O)C1=O (stereo unspecified)	-3%	2%	-5%	1%	2%	-14	-2	-3	-4%	-2%	36%
COCCCNc1nc(CC(C)C)nc2c1nnn2Cc1ccccc1	-4%	-1%	2%	4%	6%	-13	-1	7	-4%	8%	28%
Cc1coc2c(C)c3oc(=O)c4c(c3cc12)CCCC4	1%	2%	0%	-8%	-4%	3	5	-4	1%	2%	-11%
Cc1ccc(-n2nc3c(c2NC(=O)c2c(-c4ccccc4Cl)noc2C)CSC3)cc1	0%	2%	0%	-5%	-6%	6	-2	-4	-4%	1%	13%
Cc1cc(NC(=O)CSc2nc3ccsc3c(=O)n2Cc2ccccn2)n[nH]1	16%	-3%	?	1%	-1%	23	3	11	nt	?	23%
O=C(c1ccccc1)C1CCN(C(=O)C2CCC(=O)N(Cc3ccccc3F)C2)CC1 (stereo unspecified)	-8%	-2%	6%	10%	1%	-5	-3	10	-7%	1%	33%
NS(=O)(=O)c1ccc2nc(NC(=O)c3ccc(Br)o3)sc2c1	?	9.5µM*	?	-10%	6%	?	-1	21	-21%	?	-43%
Cc1ccc2c(c1)nnn2C1CCN(S(=O)(=O)c2ccc(C(=O)O)cc2)CC1	0%	-7%	11%	7%	-2%	10	11	11	2%	-2%	19%
Cn1nc(C(=O)NNc2c(F)c(F)cc(F)c2F)c2ccccc2c1=O	0%	0%	2%	3%	-3%	-4	1	9	-1%	-5%	15%
COC(=O)C1=C(C)N(Cc2ccc(C)cc2)C(=O)C1	3%	-1%	-4%	-1%	-3%	31[activator]	3	5	nt	0%	-17%
N#C/C(=N\Nc1ccc([N+](=O)[O-])cc1)C(N)=S	-15%	17µM*	20%	13µM*	-4%	13	-1	0	-24%	24%	?
COc1ccccc1/C=C/C(=O)OCC(=O)Nc1c(F)cccc1F	1%	2%	-3%	7%	1%	-14	-1	1	3%	-3%	3%
CCNC(=O)CON=C1c2ccccc2-c2ccccc21	3%	-14%	-4%	2%	4%	-2	2	1	-5%	-2%	1%
Cc1cc(NC(=O)CSc2ncnc3c2cnn3-c2cccc(Cl)c2)no1	2%	-1%	-4%	-12%	0%	-2	-2	17	0%	7%	-13%
O=C(C1CC1)N1CCc2cc(S(=O)(=O)NCc3ccccc3)ccc21	-2%	3%	-5%	-14%	2%	16	nt	-13	11%	-2%	?
COc1ccc(Nc2cc3n(c(=O)n2)CCc2cc(OC)c(OC)cc2-3)cc1	15%	?	0%	-4%	-3%	10	-1	1	-14%	2%	0%
COc1ccccc1/C=C1\SC(=S)N(CCC(=O)NCCCN2CCOCC2)C1=O	-8%	-17%	-1%	2%	1%	-3	0	-2	-3%	-3%	-31%
CC1CCN(S(=O)(=O)c2ccc3[nH]c(=O)ccc3c2)CC1	-3%	0%	5%	-1%	-7%	2	2	-3	-17%	-2%	-27%
CC(OC(=O)Cn1[nH]c(=O)c2ccccc2c1=O)C(=O)Nc1ccc(F)cc1 (stereo unspecified)	-4%	2%	-1%	nt	0%	-6	nt	-3	2%	-2%	nt
